Screening results: PubChem, The Scripps Research Institute Molecular Screening Center
GPR151 activ: activators of human GPR151; activation, % at 11.2 µM; 650,000 compounds, 1% hits; Q8TDV0; PathHunter beta-arrestin GPR151 cells, luminescence; AID 1508602; in the data active = activation above about 4.9%;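 note: 0% = median of compound wells and 100% = cells with positive control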
Target sequence (Q8TDV0 whole entry, looked up): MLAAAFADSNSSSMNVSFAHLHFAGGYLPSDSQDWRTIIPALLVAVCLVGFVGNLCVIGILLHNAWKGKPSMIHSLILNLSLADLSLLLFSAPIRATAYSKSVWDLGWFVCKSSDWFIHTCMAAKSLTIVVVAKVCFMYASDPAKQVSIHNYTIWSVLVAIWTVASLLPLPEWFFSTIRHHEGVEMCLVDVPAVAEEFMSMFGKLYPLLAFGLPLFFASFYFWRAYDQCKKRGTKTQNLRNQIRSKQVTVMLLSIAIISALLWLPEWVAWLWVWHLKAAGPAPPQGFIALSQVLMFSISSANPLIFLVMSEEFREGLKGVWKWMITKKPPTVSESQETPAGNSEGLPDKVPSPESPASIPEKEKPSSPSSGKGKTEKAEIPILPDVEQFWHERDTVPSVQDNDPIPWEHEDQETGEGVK
FBW7 activator: human FBW7 E3 ligase activation, primary screen; normalized activity (activation), % at 26.1 µM; AlphaScreen FBW7–phospho-cyclin E peptide binding, activator screen; 650,000 compounds, 0.13% hits; AID 1259310; Q969H0; in the data active = normalized activity above about 1.9%;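 note: purified mutant Fbw7 with reduced substrate affinity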
Target sequence (Q969H0 whole entry, looked up): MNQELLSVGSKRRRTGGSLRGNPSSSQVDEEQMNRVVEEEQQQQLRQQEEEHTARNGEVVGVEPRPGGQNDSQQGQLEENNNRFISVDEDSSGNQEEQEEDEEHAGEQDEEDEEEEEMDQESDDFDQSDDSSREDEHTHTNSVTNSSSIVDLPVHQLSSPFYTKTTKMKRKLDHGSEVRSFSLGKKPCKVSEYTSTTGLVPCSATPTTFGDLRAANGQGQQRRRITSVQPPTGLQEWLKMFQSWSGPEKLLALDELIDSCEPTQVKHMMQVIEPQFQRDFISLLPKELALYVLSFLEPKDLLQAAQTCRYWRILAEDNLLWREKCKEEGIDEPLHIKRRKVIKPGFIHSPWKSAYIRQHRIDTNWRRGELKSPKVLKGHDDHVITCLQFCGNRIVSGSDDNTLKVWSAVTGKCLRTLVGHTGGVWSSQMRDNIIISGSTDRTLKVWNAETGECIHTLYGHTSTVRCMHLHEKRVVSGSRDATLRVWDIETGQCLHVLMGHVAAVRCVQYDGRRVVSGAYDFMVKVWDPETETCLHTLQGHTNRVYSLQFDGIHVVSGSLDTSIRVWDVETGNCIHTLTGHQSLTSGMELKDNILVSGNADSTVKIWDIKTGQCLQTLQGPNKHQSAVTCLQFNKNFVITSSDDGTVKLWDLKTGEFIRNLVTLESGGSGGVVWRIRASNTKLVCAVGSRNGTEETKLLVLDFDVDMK
MITF inh: inhibitors of human MITF | inhibition, % at 2.6 µM | AlphaScreen MITF homodimerization, bead proximity signal | O75030 | 650,000 compounds, 0.91% hits; in the data active = inhibition above about 50%;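 note: 0% = vehicle wells with protein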
TEAD-YAP inh: TEAD-YAP interaction inhibition. HEK-TIYL cells, TEAD-Gal4/YAP UAS-luciferase luminescence. inhibition, % at 9.12 µM. 640,000 compounds, 1.4% hits. AID 1259422; in the data active = inhibition above about 32%;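 note: 0% = median of test compound wells and 100% = reference inhibitor wells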
Numbers without * were called inactive; & = joins results of further samples.

SMILES	GPR151 activ	FBW7 activator	MITF inh	TEAD-YAP inh
Cc1cccc2cc(CN(Cc3nnnn3C3CCCCC3)C3CCCC3)c3nnnn3c12	-0.2	0.1	-12	-7
NC(=O)COC(=O)/C=C/c1ccc(Cl)cc1Cl	-2.4	-0.1	2	0
CN1CCC2(CC1)OCc1cc(-c3cccnc3)ccc1O2	-0.2	0.8	25	-17
COc1ccc(C(=O)N2CCN(C(=O)COc3ccccc3)CC2)cc1	-0.9	0.7	-10	-6
O=C(CCNC(=O)c1ccccc1Br)N/N=C\c1c[nH]c2ccccc12	-1.6	-0.1	10	5
O=C(COc1ccccc1F)Nc1cccc(F)c1	0.0	0.3	-23	-81
Nc1nc(F)nc2c1ncn2[C@@H]1O[C@H](COP(=O)(O)O)[C@@H](O)[C@@H]1O	-1.1	0.2	17	-2
CCOCCCNc1c2c(nc3cc(-c4cccs4)nn13)CCC2	-0.7	-0.2	3	1
CCOC(=O)N1CCC(NCCNC(=O)c2ccccc2)CC1	0.2	0.2	21	10
CC(Nc1n[nH]c(=O)[nH]c1=O)C(=O)N/N=C/c1ccncc1 (stereo unspecified)	-1.1	0.2	4	10
O=C(NC1CC1)c1ccc(-c2cnn3c(N4CCOCC4)ccnc23)cc1	-0.9	0.5	20	4
O=C(NCCSCc1ccccc1)c1ccc(N2CC3CC(C2)c2cccc(=O)n2C3)c(NC(=O)c2cccc(C(F)(F)F)c2)c1 (stereo unspecified)	-0.9	0.0	-7	-5
CC(CCc1ccccc1)NS(=O)(=O)c1ccc2c(c1)n(C)c(=O)c(=O)n2C (stereo unspecified)	0.4	-0.4	1	-5
COC(=O)C1=C(C)N(Cc2ccco2)C(=O)/C1=C\c1cc(C)n(-c2ccccc2C(F)(F)F)c1C	-0.3	-0.1	-1	2
CCCS(=O)(=O)c1c(S(=O)(=O)CCC)c2c(C)cc(C)cn2c1C(=O)c1cc(C)ccc1C	-1.7	0.0	-15	3
Cc1cccc(C)c1N(CC(=O)NCc1cccnc1)S(C)(=O)=O	0.7	0.4	4	1
COc1ccc(/C=C2\C(=O)OCc3cc(OC)c(OC)cc32)cc1OC	-0.2	-0.2	0	-21
Cc1ccc(NC(=O)CN(c2ccc(Cl)cc2)S(C)(=O)=O)cc1C	0.1	-0.1	-25	-71
CC(C)(C)n1nc2c(c1NC(=O)c1cccc(F)c1)CSC2	0.0	0.3	-3	8
COc1ccc(C2C=C(c3ccc(Br)s3)Nc3nnnn32)c(OC)c1 (stereo unspecified)	1.3	0.0	-12	-29
O=c1[nH]c(CN2CCCCC2)nc2scc(-c3cccs3)c12	1.0	0.0	-7	-14
CCN1CCN(CCCNC(=O)c2cn(C)c(=O)c3c2c2ccccc2n3C)CC1	-0.1	0.0	1	7
O=[N+]([O-])/C=C/c1cn(Cc2ccccc2)c2ccccc12	-0.7	-0.2	0	-16
Cc1cc(C)c(C#N)c(SCc2cc(=O)oc3cc4c(cc23)CCC4)n1	0.1	-0.1	-13	10
CCC(C)OC(=O)C(N)C(C)C (stereo unspecified)	-0.4	0.1	-8	-4
O=C(/C=C/c1ccco1)N1CCN(c2cc(N3CCCCC3)ncn2)CC1	-2.2	0.1	22	-12
NC(=O)CSc1cn(CCNC(=O)c2cccc(C(F)(F)F)c2)c2ccccc12	1.0	-0.1	1	10
COc1cc(CN2CCC3(CC2)CC3C(=O)N2CCCN(C)CC2)cc(OC)c1 (stereo unspecified)	-0.4	1.0	8	-3
CSc1nnc(-c2cnccn2)n1C	0.6	-0.1	-10	4
Fc1ccc(C2=NN3C(C2)c2cc(Cl)ccc2OC3c2cccc(F)c2)cc1 (stereo unspecified)	-2.0	0.1	17	-11
CCCNC(=O)c1nn2c(C(F)(F)F)cc(-c3ccc(Br)cc3)nc2c1Cl	1.4	-0.1	4	13
COc1ccc(C(=O)COc2ccc(Cl)cc2)cc1	1.9	1.1	13	-27
O=C(NCc1ccccc1Cl)c1ccc2c(=O)n(-c3ccccc3)c(SCc3cccc([N+](=O)[O-])c3)nc2c1	-0.4	0.3	21	2
CC(=O)C1=C(O)C(=O)N(CCCN2CCOCC2)C1c1cccc(F)c1 (stereo unspecified)	1.2	0.6	-6	3
COc1ccc(Cl)cc1S(=O)(=O)NCC1(c2cccs2)CCCC1	0.2	-0.1	-5	-9
CC[C@H](C)[C@H](NC(N)=O)C(=O)NNC(=O)COc1cc(C)cc(C)c1	-0.4	0.1	-13	5
CCN(CC)S(=O)(=O)c1ccc2c(c1)CC(C)N2C(=O)C1CC1 (stereo unspecified)	0.4	0.9	-3	-2
CCCC1=NN2C(=N)/C(=C/c3ccc(OCCSc4ccc(C)cc4)cc3)C(=O)N=C2S1	1.9	-0.1	5	-13
C=CCNS(=O)(=O)c1ccc(NC(=O)c2ccccc2OC)cc1	0.2	0.2	-4	0
COc1ccccc1C1=N/C(=C\c2ccc(Cl)c(Cl)c2)C(=O)O1	-1.4	0.8	13	-4
O=S(=O)(NCC1COc2ccccc2O1)c1cccc2cccnc12 (stereo unspecified)	-0.3	0.2	14	5
CCC(C(=O)Nc1c2c(nn1-c1cccc(C)c1C)CSC2)c1ccccc1 (stereo unspecified)	-0.1	-0.1	6	-7
COCCn1c(=O)c2ccccc2c2ccccc2c1=O	-0.9	0.0	8	2
Cc1nc2sc(C#N)c(N)c2c(C)c1CC(=O)c1ccccc1	1.5	0.8	4	5
c1csc(-c2nc3ccccc3[nH]2)c1	-4.2	-0.1	12	-44
COc1cc(/C=N/NC(=O)c2nonc2N)ccc1OCc1ccc(Cl)cc1Cl	-1.5	-0.1	0	-29
CN(C)c1ccccc1C(=O)N1CCCC(CNC(=O)c2ccccc2Cl)C1 (stereo unspecified)	1.6	0.0	3	0
O=C(CN1C(=O)C(=O)N(Cc2ccco2)C1=O)Nc1ccccc1	-1.0	-0.1	4	6
CCN(CC)C(=O)C(=O)NCc1ccc(C)cc1	0.2	0.6	12	5
CCOc1ccccc1CN1CCN(Cc2c(F)cccc2F)CC1CCO (stereo unspecified)	-2.7	0.0	3	0

Continuation:
SMILES	GPR151 activ	FBW7 activator	MITF inh	TEAD-YAP inh
Cc1ccc(C)c(C(=O)COC(=O)c2ccc(NC(=O)c3ccc(Cl)cc3Cl)cc2)c1	-1.1	0.1	-2	14
O=C(Nc1cccc(F)c1)Nc1cccc(NC(=O)Nc2cccc(F)c2)c1	-0.3	0.6	-5	-1
CC(=O)CC1C(C#N)=C(N(C)C)N(c2ccc([N+](=O)[O-])cc2)c2c1n(C)c1ccccc21 (stereo unspecified)	1.4	0.0	12	18
Cc1sc2nc3n(c(=O)c2c1-c1ccccc1)CCC3	-1.8	-0.1	1	-11
COc1ccc(NC(=S)NCCNC(C)=O)cc1	0.8	0.1	-4	-2
CCOc1cccc2cc(C(=O)NC(C)=O)c(=Nc3ccccc3)oc12	-1.3	0.1	17	-2
O=C1[C@H]2CN(Cc3ccc(Cl)s3)CCN2C(=O)[C@H]2CCCN12	-0.2	0.0	16	-5
Nc1nc(Nc2ccccc2)sc1C(=O)c1ccc(F)cc1	0.2	-0.1	-5	-33
COc1ccc(Cl)cc1NC(=O)CCCn1c2ccccc2c(=O)c2cc(C)ccc21	0.0	0.1	6	-3
Cc1cccc(Nc2ccc(N3CCN(C(=O)C(C)(C)C)CC3)nn2)n1	0.2	-0.1	-6	-6

14 entries already listed, sorted by formula weight, highest first:
SMILES	GPR151 activ	FBW7 activator	MITF inh	TEAD-YAP inh
Cc1ccc(C)c(C(=O)COC(=O)c2ccc(NC(=O)c3ccc(Cl)cc3Cl)cc2)c1	-1.1	0.1	-2	14
COc1cc(/C=N/NC(=O)c2nonc2N)ccc1OCc1ccc(Cl)cc1Cl	-1.5	-0.1	0	-29
COc1ccc(Cl)cc1NC(=O)CCCn1c2ccccc2c(=O)c2cc(C)ccc21	0.0	0.1	6	-3
CC(=O)CC1C(C#N)=C(N(C)C)N(c2ccc([N+](=O)[O-])cc2)c2c1n(C)c1ccccc21 (stereo unspecified)	1.4	0.0	12	18
CCOc1ccccc1CN1CCN(Cc2c(F)cccc2F)CC1CCO (stereo unspecified)	-2.7	0.0	3	0
O=C(Nc1cccc(F)c1)Nc1cccc(NC(=O)Nc2cccc(F)c2)c1	-0.3	0.6	-5	-1
Cc1cccc(Nc2ccc(N3CCN(C(=O)C(C)(C)C)CC3)nn2)n1	0.2	-0.1	-6	-6
CCOc1cccc2cc(C(=O)NC(C)=O)c(=Nc3ccccc3)oc12	-1.3	0.1	17	-2
Cc1nc2sc(C#N)c(N)c2c(C)c1CC(=O)c1ccccc1	1.5	0.8	4	5
Nc1nc(Nc2ccccc2)sc1C(=O)c1ccc(F)cc1	0.2	-0.1	-5	-33
Cc1sc2nc3n(c(=O)c2c1-c1ccccc1)CCC3	-1.8	-0.1	1	-11
COc1ccc(NC(=S)NCCNC(C)=O)cc1	0.8	0.1	-4	-2
CCN(CC)C(=O)C(=O)NCc1ccc(C)cc1	0.2	0.6	12	5
c1csc(-c2nc3ccccc3[nH]2)c1	-4.2	-0.1	12	-44

Next section
SMILES	GPR151 activ	FBW7 activator	MITF inh	TEAD-YAP inh
O=Cc1ccccc1OC(=O)CS(=O)c1ccc(C(F)(F)F)cc1[N+](=O)[O-] (stereo unspecified)	1.0	-0.2	-28	-21
CCNc1nc(NC(C)C)nc(Oc2ccc(OCCOc3ccccc3)nn2)n1	0.2	0.2	6	-3
CC1CCCCC1NC(=O)CCNS(=O)(=O)c1ccc2c(c1)CCC(=O)N2 (stereo unspecified)	1.1	0.1	4	6
COc1cccc(NC(=O)C2C3C=CC4(O3)C2C(=O)N(C(C)c2ccccc2)C4C(=O)NC2CCCCC2)c1 (stereo unspecified)	-0.2	0.3	0	-4
O=C(C1=C(O)C(=O)N(CCN2CCOCC2)C1c1ccc(F)cc1)c1cccs1 (stereo unspecified)	-0.9	-0.1	3	-1
Cc1cc2cc(CNC(=O)c3ccccc3)ccc2n1C	1.8	0.1	1	5
CCOc1cc(/C=C2\SC(N)=NC2=O)cc(Cl)c1OCC	-0.3	-0.2	-11	0
O=C(Nc1ccc(F)cc1)N1CCN(c2nc3ccccc3[nH]2)CC1	-1.7	0.6	13	11
Cc1cc(C)c(S(=O)(=O)NCCO)c(C)c1	-0.4	0.0	3	-5
O=C(NCc1ccccc1)c1cc(C2CC2)on1	-0.5	0.3	4	-15
COc1ccc(C(=O)CN2CCN(S(=O)(=O)c3cccc([N+](=O)[O-])c3)CC2)cc1OC	-1.0	-0.1	3	-8
COC(=O)CN1C(=S)N(c2ccc(OC)cc2)C(=O)C1CC(=O)Nc1ccccc1 (stereo unspecified)	2.6&0.8	0.6&0.1	-17&3	3&-2
CCCCc1nnc(SCC(=O)Nc2ccccc2C)n1C	0.4	0.6	5	5
COc1cccc(Nc2cc(C)nc3nnnn23)c1	-1.0	-0.1	-4	2
CCOC(=O)CCC(=O)Nc1ccc(Cl)cc1	0.1	0.2	4	4
O=C(COC(=O)c1cccc(OC(F)F)c1)c1ccc(F)cc1	-1.2	0.1	11	-4
O=C(Nc1ccc(S(=O)(=O)c2ccc(NC(=O)c3c(F)cccc3F)cc2)cc1)c1c(F)cccc1F	-0.3	0.0	2	9
OC(c1ccccc1)c1nc2ccccc2n1Cc1ccccc1F (stereo unspecified)	1.3	0.2	12	-4
CC1CCCN(C(=O)CCn2c(=S)[nH]c3ccccc3c2=O)C1 (stereo unspecified)	1.7	-0.1	-5	-3
CCCCn1c(SCC(=O)c2ccc(Cl)cc2)nc2sc3c(c2c1=O)CCCC3	-1.2	1.1	9	-6
Cc1nn(C2CCS(=O)(=O)C2)c(Cl)c1/C=C/C(=O)OCC(N)=O (stereo unspecified)	-1.3	0.3	-6	-1
CC(C)(C)n1nnnc1C(c1ccccn1)N1CCC(Cc2ccccc2)CC1 (stereo unspecified)	1.1	-0.1	0	10
COc1cc([N+](=O)[O-])ccc1NC(=O)CN1CCCC1	-0.9	-0.1	11	0
C/C(=C\C(=O)c1ccc(C)o1)Nc1ccc(F)c(C)c1	1.6	-0.3	1	0
O=[N+]([O-])c1cccc(OC2=NS(=O)(=O)c3ccccc32)c1	-0.1	0.1	3	7
COc1ccc(OC)c(NC(=O)c2c(NCc3cccc(OC)c3OC)sc3c2CCC(C)C3)c1 (stereo unspecified)	-0.1	-0.2	-5	2
COc1ccc2c(c1)-c1cc(Cl)ccc1S(=O)(=O)N2S(=O)(=O)c1ccc2ccccc2c1	0.1	0.2	-2	3
CC(C)c1ccc(NC(=O)N2CCC(n3c(=O)[nH]c4ccccc43)CC2)cc1	2.0	0.0	0	7
COc1cccc2sc(NC(=O)c3cccc(C)c3)nc12	-0.7	-0.1	-14	-12
O=C(Nc1ccc(S(=O)(=O)Nc2nccs2)cc1)c1cc(-c2ccccc2)nc2ccccc12	0.5	0.1	14	2
COc1ccccc1CNC(C)(C)CO	0.3	0.1	-8	6
CCC1CSC(=Nc2ccccc2)N1C(=O)c1nc2nc(C)cc(C)n2n1 (stereo unspecified)	-3.1	0.1	-1	-41
Cc1sc2nc3ccc(NCc4ccco4)nn3c(=O)c2c1C	-1.1	0.3	22	-12
CCOC(=O)C1=C(C)N=c2s/c(=C\c3ccc(O)c(OCC)c3)c(=O)n2C1c1ccc(OC)c(OC)c1 (stereo unspecified)	-0.8	-0.4	-7	-9
CCc1ccc(C(=O)COC(=O)C(Cc2c[nH]c3ccccc23)NC(=O)c2ccc(Br)cc2)cc1 (stereo unspecified)	0.2	-0.2	-4	-1
CCOC(=O)N1CCN(C(=O)CN(c2ccccc2)S(=O)(=O)N(C)C)CC1	-0.9	-0.2	12	8
CC1Sc2ccccc2N(Cc2ccccc2)C1=O (stereo unspecified)	-1.1	0.2	5	1
